Mdm2 MdmX PPI: human Mdm2/MdmX binding inhibition; 3% of 330,000 active; inhibition, % at 8 µM; SaOS-2 split-luciferase Mdm2/MdmX complementation, luminescence; O15151+Q00987;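 active means inhibition of at least 50% at 8 µM in the primary screen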
Target sequence (O15151 whole entry, looked up): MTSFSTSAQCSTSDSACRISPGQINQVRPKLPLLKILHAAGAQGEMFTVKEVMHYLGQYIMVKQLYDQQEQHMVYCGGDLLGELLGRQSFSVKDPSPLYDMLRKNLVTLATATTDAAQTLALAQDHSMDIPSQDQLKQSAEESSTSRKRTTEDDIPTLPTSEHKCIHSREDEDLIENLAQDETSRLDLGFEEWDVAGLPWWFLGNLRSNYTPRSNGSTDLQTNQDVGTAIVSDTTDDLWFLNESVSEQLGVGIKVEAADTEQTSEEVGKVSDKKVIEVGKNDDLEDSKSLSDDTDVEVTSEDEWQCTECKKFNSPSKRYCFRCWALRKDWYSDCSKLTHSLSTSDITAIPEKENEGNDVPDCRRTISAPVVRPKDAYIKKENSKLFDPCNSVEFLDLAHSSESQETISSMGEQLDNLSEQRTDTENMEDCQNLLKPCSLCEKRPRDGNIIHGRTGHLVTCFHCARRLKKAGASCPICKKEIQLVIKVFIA
Target sequence (Q00987 whole entry, looked up): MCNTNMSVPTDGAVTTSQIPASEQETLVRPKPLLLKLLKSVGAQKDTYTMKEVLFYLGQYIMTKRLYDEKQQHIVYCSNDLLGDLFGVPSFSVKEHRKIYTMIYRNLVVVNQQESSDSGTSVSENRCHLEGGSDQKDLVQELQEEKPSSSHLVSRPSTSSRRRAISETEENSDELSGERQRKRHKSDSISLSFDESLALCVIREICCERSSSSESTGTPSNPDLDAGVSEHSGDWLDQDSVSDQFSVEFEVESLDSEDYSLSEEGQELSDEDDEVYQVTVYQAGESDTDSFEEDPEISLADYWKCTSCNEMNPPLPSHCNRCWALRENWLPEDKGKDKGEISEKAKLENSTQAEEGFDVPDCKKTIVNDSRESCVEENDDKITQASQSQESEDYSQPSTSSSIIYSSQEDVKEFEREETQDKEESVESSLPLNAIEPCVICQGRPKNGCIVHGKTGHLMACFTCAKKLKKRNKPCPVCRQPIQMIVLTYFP
697 NFkB inh: lowers PMA/ionomycin-induced NF-kB signal in 697 B cells; 697 B-cell NF-kB luciferase reporter, 16 h; inhibition, % at 4 µM; 0.33% of 330,000 active; AID 435022; in the data active means inhibition above about 35%
tim23-1 inh: growth inhibitors of tim23-1 mutant yeast. S. cerevisiae tim23-1 growth, BacTiter-Glo luminescence, 24 h. inhibition, % at 20 µM. 1.3% of 330,000 active;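 active means growth inhibition of the mutant yeast at or above 50%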;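 further: temperature-sensitive mutant grown at 25 °C; plate controls were DMSO-treated mutant yeast for no effect and medium wells lacking yeast for full effect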
tim10-1 inh: tim10-1 yeast growth inhibition. S. cerevisiae tim10-1 ts strain growth, BacTiter-Glo, 24 h. inhibition, % at 20 µM. 2.2% of 330,000 active. AID 463190;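 active means inhibition of at least 40%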;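 further: mutant grown at 25 °C; 0% = DMSO wells with yeast and 100% = wells holding no yeast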
CHOP UPR activ: activators of apoptotic arm of unfolded protein response (CHOP). CHO-CHOP luciferase reporter, UPR activation, luminescence; percent of tunicamycin response over DMSO baseline. activation, % at 10 µM. 0.34% of 330,000 active. AID 449763;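 active means at 10 µM dose, activation of 40% or more, normalized to positive control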;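 further: 100% = tunicamycin at 10 µg/mL and 0% = DMSO alone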
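System: CHO-CHOP luciferase reporter cell line | Buffer or medium: F12 medium containing 10% fetal bovine serum | Doses: One dose, 10 µM in 0.5% DMSO | Times: 6 h compound exposure at 37 °C after overnight seeding | Signal: Luciferase luminescence | Read-out: % activation vs tunicamycin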
Jurkat NFkB inh: lowers PMA/ionomycin-induced NF-kB signal in Jurkat cells; PMA/ionomycin-induced NF-kB luciferase reporter, luminescence; inhibition, % at 4 µM; 0.53% of 330,000 active; AID 435003; in the data active means inhibition above about 50%
TIM10 inh: TIM10 yeast growth inhibition | S. cerevisiae TIM10 strain growth, BacTiter-Glo luminescence, 24 h | inhibition, % at 10 µM | 1.4% of 330,000 active | AID 463195;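 active means inhibition of 40% or more at the single tested concentration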;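 further: wild-type TIM10 isogenic control strain grown at permissive 25 °C; 0% = DMSO yeast wells and 100% = minimal medium wells without yeast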
XBP1 UPR activ: activators of adaptive arm of unfolded protein response (XBP1) | activation, % at 20 µM | AID 463104 | 0.33% of 330,000 active | CHO-XBP1 luciferase reporter, IRE1-XBP1 UPR activation, luminescence; percent of tunicamycin response, DMSO as zero;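 active means versus positive control, 20 µM dose yields 30% or more activation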;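 further: 100% = tunicamycin at 10 µg/mL and 0% = DMSO only wells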
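Material: IRE1-XBP1 luciferase reporter CHO line / Quantity: one thousand reporter cells per well / Buffer or medium: F12 with 10% serum / Compound: 20 µM single concentration, DMSO 1% / Times: 6 h treatment, 37 °C / Detection: Steady-Glo luciferase glow luminescence, 10 min after reagent addition / Benchmarks: tunicamycin high, DMSO low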
An asterisk follows results filed as active.

SMILES	Mdm2 MdmX PPI	697 NFkB inh	tim23-1 inh	tim10-1 inh	CHOP UPR activ	Jurkat NFkB inh	TIM10 inh	XBP1 UPR activ
CC(=O)c1ccc(S(=O)(=O)N2CCN(C(=O)c3ccccc3Cc3ccccc3)CC2)cc1	-8	6	6	-4	0.0	15	2	1
CCN(c1ccccc1)S(=O)(=O)c1ccc(Cl)c(NC(=O)CSc2nncn2C)c1	-16	13	5	6	3.4	4	5	-2
CCC1CCCCN1C(=S)NC(=O)c1cccs1 (stereo not drawn)	-9	-6	31	28	2.3	-2	12	4
Cn1c(=O)c2c(ncn2CC(=O)N2CCOCC2)n(C)c1=O	-4	21	2	-4	-1.3	13	8	-3
CCC12CN3CC(CC)(CN(C1)C3c1ccc(OC(C)C)cc1)C2=O (stereo not drawn)	-25	29	36	19	-1.4	7	7	2
C=CCn1c(SCCN2CCCCC2)nc2c1c(=O)[nH]c(=O)n2C	0	8	2	10	0.1	8	-9	-2
CCC(=O)NC(C)C(c1cccs1)N1CCN(Cc2ccccc2)CC1 (stereo not drawn)	25	-3	-4	-32	2.2	-4	-4	1
CC(=O)Nc1ccc(S(=O)(=O)Nc2nc3ccccc3s2)cc1	-5	-31	-2	1	1.1	8	0	-1
O=C(CSc1nnc(NC(=O)c2cccc(F)c2)s1)NC1CCCC1	5	-16	-9	-20	0.5	-11	-16	8
CCOc1nc(SC(C(C)=O)C(=O)Nc2ccccc2)nc(N(C)C)n1 (stereo not drawn)	-2	7	30	21	1.6	-6	25	4
O=C(NCC(c1ccco1)N1CCCC1)c1ccc(Cl)cc1 (stereo not drawn)	-50	-2	0	10	-0.4	-9	-15	0
CCOC(=O)C1=C(Nc2ccccc2)CC(C)(O)C(C(=O)OCC)C1c1ccc(Br)cc1 (stereo not drawn)	24	27	25	5	0.1	1	11	0
COc1cc(/C=N/NC(=O)c2cc3ccccc3cc2O)ccc1OCCN1CCCCC1	24	11	6	2	2.1	13	10	-4
CN(CCc1ccccn1)C(=S)Nc1ccc(Cl)c(Cl)c1	-14	21	35	34	-0.9	-2	12	-1
Cn1cccc1CC(=O)N/N=C/c1cccc2ccccc12	-38	-14	11	25	2.5	-2	4	0
O=C(Nc1cc(N2CCOCC2)ncn1)c1ccccc1	8	-18	21	19	0.6	-18	4	-1
CC(C)CC(NC(=O)C1CCC(C)CC1)C(=O)Nc1ccc2c(c1)OCCO2 (stereo not drawn)	28	-11	11	25	-3.5	-26	7	-6
Cc1ccc(C(=O)NC(=S)N2CC(C)OC(C)C2)cc1[N+](=O)[O-] (stereo not drawn)	11	12	-1	13	-0.7	4	-22	-1
O=C(NN=C1CCCCCC1)c1cccs1	9	2	7	0	5.5	0	7	-7
OCCC1CN(C2CCN(c3ccccc3F)CC2)CCN1Cc1ccccc1 (stereo not drawn)	-27	6	-13	-9	-2.7	2	-8	-1
O=S(=O)(Nc1ncccn1)c1ccc(Cl)cc1	-11	-3	14	25	1.4	-20	-1	-1
CCc1n[nH]c(=S)n1/N=C/c1ccccc1OCc1ccc(Cl)cc1	19	-2	4	14	-1.1	-2	22	-2
O=C1CSC(c2ccc(Cl)c(Cl)c2)N1c1nccs1 (stereo not drawn)	11	8	24	27	-2.6	-7	12	1
CCOC(=O)c1cccc(NC(=O)/C(=C\c2ccccc2)NC(=O)c2ccccc2Cl)c1	28	13	-7	-6	-0.8	-14	2	1
CCOC(=O)CCCNC(=O)COC(=O)c1cc(Br)c(Br)s1	12	10	8	4	-2.7	-1	10	1

(list continues)
SMILES	Mdm2 MdmX PPI	697 NFkB inh	tim23-1 inh	tim10-1 inh	CHOP UPR activ	Jurkat NFkB inh	TIM10 inh	XBP1 UPR activ
CCN(Cc1ccccc1)c1ccc(/C=C(\C#N)c2ccccn2)cc1	-168	-271	-9	2	6.5	-165	-14	-1
Cc1ccc(CN2CC(C(=O)N3CCN(S(=O)(=O)c4cc(C)ccc4C)CC3)CC2=O)cc1 (stereo not drawn)	36	-33	-7	-6	2.1	7	-2	-2
CC(OC(=O)/C=C/c1ccco1)C(=O)Nc1cccc([N+](=O)[O-])c1 (stereo not drawn)	28	-4	7	14	-2.2	1	13	-2
N#CCCn1cc(CNC2CCC(O)CC2)c2ccccc21 (stereo not drawn)	-1	5	12	2	-0.9	-18	-7	1
N#CCC(=O)N/N=C\c1ccccc1OC/C=C/c1ccccc1	1	-108	26	7	4.4	-67	19	5
CN(CC(=O)Nc1ccccc1C(F)(F)F)C(=O)c1ccc(-c2ccc(Cl)cc2)o1	17	-6	38	23	-0.4	-8	-23	-1
COC(=O)CC1C(=O)NCCN1C(=O)c1ccccc1 (stereo not drawn)	-16	-2	7	2	-0.8	-3	-1	-2
Cc1ccccc1NC(=S)NC(=O)CCc1ccccc1	1	-1	44	26	0.8	-5	44*	3
O=C(O)CCn1c(Cc2ccccc2)nc2ccccc21	13	5	-5	-7	2.5	-10	4	-6
COCC(=O)N1CCC(Oc2ccc(C(=O)NCCc3ccncc3)cc2)CC1	4	2	7	20	-0.3	-10	1	-3
Cc1c(Br)cc(C(=O)N2CCN(CCO)CC2)c(C)c1C	6	-23	5	-10	0.2	-3	-17	-2
COc1ccc(-c2cc(C(=O)N3CCN(c4ccccc4O)CC3)c3ccccc3n2)cc1	19	-56	0	-10	8.8	-34	0	6
Cc1cc2c(NC(=O)Nc3ccc(F)cc3)cccc2nn1	-23	-23	-5	-23	1.1	-8	-8	3
COc1ccc(C(NC(=O)C2CCCCC2)c2c(O)ccc3ccccc23)cc1 (stereo not drawn)	53*	5	27	28	-0.5	-10	9	-2
O=[N+]([O-])c1ccc(-c2ccc(S(=O)(=O)NCCN3CCCC3)cc2)cc1	34	-28	7	12	-2.8	34	-16	-4
COc1ccc(C(=O)Nc2ccccc2NC(=O)c2ccco2)cc1OC	32	3	8	-2	1.6	-3	-1	0
COc1ccc(Br)cc1C(=O)O	-5	-4	2	11	-0.2	-7	-6	0
CCOc1ccccc1-n1c(CN2CCN(C(=O)c3ccco3)CC2)nc2ccccc2c1=O	34	-29	17	32	-1.4	95*	3	-1
CC1(C)CC2CC(C)(CN2C(=S)Nc2ccccc2F)C1 (stereo not drawn)	-26	-7	34	21	-0.7	2	18	0
CCOC(=O)c1sc(C)c2c1NC(C)(c1cccc3ccccc13)NC2=O (stereo not drawn)	-2	-36	18	24	0.3	-23	29	-2
CCOc1ccc(OCC(=O)Nc2cc3c(cc2C(=O)O)OCCCO3)cc1	13	11	13	5	0.6	-8	5	-1
O=C(NC(=S)Nc1cccc(S(=O)(=O)NC2=NCCC2)c1)c1cc(-c2ccco2)nc2ccccc12	47	19	-4	-5	-0.2	6	0	1
COc1cc(C(CCN2CCCC(C)C2)c2c(OC)cc(OC)c3c(-c4ccccc4)cc(=O)oc23)cc(OC)c1OC (stereo not drawn)	82*	15	-17	8	6.7	16	-10	4
CC(C)(C)c1ccc(C(=O)Nc2ccc([N+](=O)[O-])cn2)cc1	-92	-96	-5	14	2.2	-182	-21	-3
CCCn1c(=N)c(S(=O)(=O)c2ccccc2)cc2c(=O)n3cccc(C)c3nc21	19	-13	6	11	-0.4	9	20	2

(cont.)
SMILES	Mdm2 MdmX PPI	697 NFkB inh	tim23-1 inh	tim10-1 inh	CHOP UPR activ	Jurkat NFkB inh	TIM10 inh	XBP1 UPR activ
CC(C)CNC(=O)c1cccc(NC(=O)CSc2ccc(Cl)cc2)c1	-7	-9	13	10	-0.9	24	-18	2
O=C(N/N=C/c1c[nH]c2ccccc12)c1cc(Br)ccc1O	-14	13	10	15	-0.2	-3	10	0
COc1cc2c(cc1OC)C(COc1ccc(F)cc1)N(C(C)=O)CC2 (stereo not drawn)	-1	-12	23	13	-0.5	45	-10	-1
C/C=C(/C)C(=O)Nc1cccc(C2=NOC3(C2)C[C@@H](C(N)=O)N(C(=O)c2ccc(OC)cc2)C3)c1 (stereo partly drawn)	-6	12	-1	-19	-1.5	-6	5	2
COc1ccccc1OCC(=O)O/N=C(\N)c1ccccn1	-43	-171	7	23	4.2	-130	3	0
O=C(Nc1cccc(S(=O)(=O)N2CCCCC2)c1)c1ccc2ccccc2n1	13	7	25	44*	7.2	14	41*	-2
COc1ccc(S(=O)Cc2ccc(C(=O)NCc3cccc(OC)c3)o2)cc1 (stereo not drawn)	20	-38	9	15	1.4	-6	-6	-7
Cn1ccnc1SCc1cn2ccccc2n1	10	-80	-3	-7	4.1	-57	-1	-1
Cc1ccc(S(=O)(=O)N2CCCC2)cc1C(=O)NCC(C)(C)N1CCOCC1	-8	-8	-1	6	0.2	-9	8	0
Nc1ccc[n+](CC(=O)c2ccccc2)c1	-16	5	-3	-27	-0.5	15	-7	-1
O=C(N/N=C\c1ccncc1)c1ccccc1O	2	-27	-4	1	2.6	1	-1	0
COc1ccc(-c2ccnc(SCC(=O)Nc3ccccn3)n2)cc1	26	9	28	21	-0.6	-5	-10	0
O=[N+]([O-])c1ccc(N2CCN(CCO)CC2)cc1Sc1nc2ccccc2[nH]1	-5	-21	6	16	2.7	5	11	2
Cc1[nH]nc2c1C(c1ccccn1)N(c1ccc(Br)cc1)C2=O (stereo not drawn)	8	10	13	21	-1.5	0	6	1

Structural class, the entries above with an aryl methoxy group.
SMILES	Mdm2 MdmX PPI	697 NFkB inh	tim23-1 inh	tim10-1 inh	CHOP UPR activ	Jurkat NFkB inh	TIM10 inh	XBP1 UPR activ
COc1cc(/C=N/NC(=O)c2cc3ccccc3cc2O)ccc1OCCN1CCCCC1	24	11	6	2	2.1	13	10	-4
COc1ccc(-c2cc(C(=O)N3CCN(c4ccccc4O)CC3)c3ccccc3n2)cc1	19	-56	0	-10	8.8	-34	0	6
COc1ccc(C(NC(=O)C2CCCCC2)c2c(O)ccc3ccccc23)cc1 (stereo not drawn)	53*	5	27	28	-0.5	-10	9	-2
COc1ccc(C(=O)Nc2ccccc2NC(=O)c2ccco2)cc1OC	32	3	8	-2	1.6	-3	-1	0
COc1ccc(Br)cc1C(=O)O	-5	-4	2	11	-0.2	-7	-6	0
COc1cc(C(CCN2CCCC(C)C2)c2c(OC)cc(OC)c3c(-c4ccccc4)cc(=O)oc23)cc(OC)c1OC (stereo not drawn)	82*	15	-17	8	6.7	16	-10	4
COc1cc2c(cc1OC)C(COc1ccc(F)cc1)N(C(C)=O)CC2 (stereo not drawn)	-1	-12	23	13	-0.5	45	-10	-1
C/C=C(/C)C(=O)Nc1cccc(C2=NOC3(C2)C[C@@H](C(N)=O)N(C(=O)c2ccc(OC)cc2)C3)c1 (stereo partly drawn)	-6	12	-1	-19	-1.5	-6	5	2
COc1ccccc1OCC(=O)O/N=C(\N)c1ccccn1	-43	-171	7	23	4.2	-130	3	0
COc1ccc(S(=O)Cc2ccc(C(=O)NCc3cccc(OC)c3)o2)cc1 (stereo not drawn)	20	-38	9	15	1.4	-6	-6	-7
COc1ccc(-c2ccnc(SCC(=O)Nc3ccccn3)n2)cc1	26	9	28	21	-0.6	-5	-10	0

Assay outcomes as filed in PubChem BioAssay.
